TEAD-YAP inh: TEAD-YAP interaction inhibition | HEK-TIYL cells, TEAD-Gal4/YAP UAS-luciferase luminescence | inhibition, % at 9.12 µM | hit rate 1.4% among 640,000 | AID 1259422; in the data active means inhibition above about 32%;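 further: 0% = median of test compound wells and 100% = reference inhibitor wells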
FBW7 activator: activators of human E3 ligase FBW7; normalized activity (activation), % at 26.1 µM; AlphaScreen FBW7–phospho-cyclin E peptide binding, activator screen; Q969H0; hit rate 0.13% among 650,000; in the data active means normalized activity above about 1.9%;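 further: purified mutant Fbw7 with reduced substrate affinity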
MITF primary: human MITF inhibition, primary screen; O75030; AlphaScreen MITF homodimerization, bead proximity signal; inhibition, % at 2.6 µM; hit rate 0.91% among 650,000; AID 1259374; in the data active means inhibition above about 50%;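 further: 0% = vehicle wells with protein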
Target sequence (O75030 whole entry, looked up): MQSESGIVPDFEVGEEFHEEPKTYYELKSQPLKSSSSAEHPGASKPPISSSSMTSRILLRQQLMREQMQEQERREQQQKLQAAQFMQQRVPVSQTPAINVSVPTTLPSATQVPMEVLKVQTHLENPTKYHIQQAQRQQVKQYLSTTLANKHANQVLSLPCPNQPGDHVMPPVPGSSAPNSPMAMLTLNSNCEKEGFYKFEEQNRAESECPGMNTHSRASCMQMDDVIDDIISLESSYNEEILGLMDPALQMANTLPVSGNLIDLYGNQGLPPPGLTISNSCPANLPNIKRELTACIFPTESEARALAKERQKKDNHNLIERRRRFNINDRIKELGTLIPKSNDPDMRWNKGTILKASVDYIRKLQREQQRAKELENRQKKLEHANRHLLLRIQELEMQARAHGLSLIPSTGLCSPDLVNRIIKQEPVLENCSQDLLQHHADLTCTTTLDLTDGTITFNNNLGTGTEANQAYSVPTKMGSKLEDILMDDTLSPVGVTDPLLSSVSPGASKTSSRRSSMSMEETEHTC
GPR151 ag: activators of human GPR151; Q8TDV0; PathHunter beta-arrestin GPR151 cells, luminescence; activation, % at 11.2 µM; hit rate 1% among 650,000; AID 1508602; in the data active means activation above about 4.9%;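 further: 0% = median of compound wells and 100% = cells with positive control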
Target sequence (Q8TDV0 whole entry, looked up): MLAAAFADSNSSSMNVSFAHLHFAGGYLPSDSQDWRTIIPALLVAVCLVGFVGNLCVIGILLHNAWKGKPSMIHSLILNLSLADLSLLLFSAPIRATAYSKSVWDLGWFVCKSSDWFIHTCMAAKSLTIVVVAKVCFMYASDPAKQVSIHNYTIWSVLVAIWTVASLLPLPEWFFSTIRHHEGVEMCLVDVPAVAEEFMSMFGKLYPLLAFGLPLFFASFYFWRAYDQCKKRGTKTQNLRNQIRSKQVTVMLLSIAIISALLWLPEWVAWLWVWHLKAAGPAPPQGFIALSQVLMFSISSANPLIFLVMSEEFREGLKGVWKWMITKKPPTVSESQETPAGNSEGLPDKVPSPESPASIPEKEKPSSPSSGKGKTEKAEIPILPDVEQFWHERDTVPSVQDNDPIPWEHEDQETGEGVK
* hit, by the source's call; & = joins results of further samples.

SMILES	TEAD-YAP inh	FBW7 activator	MITF primary	GPR151 ag
COc1ccc(OC)c(C(c2nnnn2C2CCCCC2)N2CCC(C(N)=O)CC2)c1 (stereo not given)	7	-0.2	3	1.1
Cc1ccc(S(=O)(=O)Nc2cccc3ccc(/C=C/c4cccc([N+](=O)[O-])c4)nc23)cc1	10	0.3	-6	-2.2
O=C1CCCC/C1=C/Nc1ccc(C(=O)O)cc1	13	0.1	2	-0.3
COc1ccc(C2CC(C(=O)NCCCN3CCOCC3)N(C)S(=O)(=O)N2)cc1 (stereo not given)	-3	-0.1	0	0.0
O=C(c1ccc(F)cc1)N1CCN(c2ccccc2)CC1	-4	-0.1	1	-1.3
O=C1CC(c2ccccc2)CC(O)=C1C=NCc1ccco1 (stereo not given)	-4	0.1	4	0.3
CC(=O)Nc1cccc(-c2csc(N)n2)c1	2	-0.1	9	0.6
CCOc1ccccc1C1CC(=O)NC2=C1C(=O)CC(c1ccccc1Cl)C2 (stereo not given)	36*	-0.1	-11	-0.4
COc1ccc(C(=O)CSc2nc(C)cc(C)c2C#N)cc1	-26	0.0	3	1.3
COc1ccc(C(=O)N2CCN(c3ccc(F)cc3)CC2)c(OC)c1	14	0.2	16	-1.0
O=C1N=c2ccccc2=C1c1sc(Nc2ccccc2)nc1O	5	-0.2	13	-1.7
NC(=O)c1cccc(Nc2ccc(-n3ccnc3)cc2)c1	8	0.1	25	-1.4
Cn1cccc1/C=N/Nc1nc2ccccc2s1	-28	-0.5	-4	-2.1
CC(NC(=O)c1ccc2c(c1)OCO2)C(c1cccs1)N1CCOCC1 (stereo not given)	2	0.0	-4	2.7
Cc1cccc(C2c3[nH]c4ccccc4c3CCN2C(=O)CCC2=NNC(=O)CC2)c1 (stereo not given)	-17	0.0	-6	3.0
CS(=O)(=O)Nc1ccccc1Cc1ccccc1	7	-0.1	6	1.1
CCc1ccc(N2CC(C(=O)NCc3ccccc3)CC2=O)cc1 (stereo not given)	2	0.2	4	0.9
O=C(CN1CCN(C(c2ccccc2)c2ccccc2)CC1)N1c2ccccc2CCc2ccccc21	-12	0.0	7	-0.6
COc1ccc(Nc2cc(C)nc3c(C)ccc(N)c23)cc1OC	2	-0.6	0	-1.3
O=c1[nH]nc(-c2ccccc2)c(=O)[nH]1	-9	-0.1	-3	0.0
COC(=O)c1ccccc1NC(=O)CN1CCC(n2nnc3cc(F)ccc32)CC1	4	0.2	3	0.5
Cc1nc(CNC(=O)CC2C(=O)NCCN2Cc2ccc3ccccc3c2)cs1 (stereo not given)	7	0.1	8	-0.5
COCCn1c(SCC#N)nnc1-c1ccc(O)cc1	6	0.3	9	-0.3
Cc1nn(C)c(C)c1NC(=O)c1c([N+](=O)[O-])cnn1C	4	0.6	5	0.4
CC(Oc1cccc(Cl)c1)C(=O)Nc1cc(C(=O)O)cc(C(=O)O)c1 (stereo not given)	4	0.3	-3	-1.0
CCn1cnc2sc(C(=O)Nc3ccsc3C(=O)OC)c(C)c2c1=O	15	-0.1	17	-0.5
O=C(Cn1ncc2ccccc21)NCc1cccnc1	5	0.0	-2	-0.2
COc1ccc(-c2cc(=O)n(-c3nc4ccccc4[nH]3)[nH]2)cc1	-23	0.4	4	3.8
Cn1c(C(=O)N2CCCC(C(=O)NC3CC3)C2)cc2sccc21 (stereo not given)	-14	-0.1	-2	0.6
O=C(Nc1cnn(-c2cccc(CNc3ccc(N4CCOCC4)cc3)c2)c1)Nc1ccccc1Cl	-29	-0.4	4	-1.7
Cn1cccc1C(=O)OCC(=O)N(Cc1ccccc1)C(C)(C)C	2	0.1	5	2.3
Nc1cc(N)cc(C(=O)Nc2nccs2)c1	8	-0.4	-13	-0.4
CC(C)c1ccc(C(=O)OCC(=O)c2ccc[nH]2)cc1	-3	0.1	3	-2.1
COc1ccc(CCNC(=O)c2ccc3nc(Nc4ccc(N5CCOCC5)cc4)sc3c2)cc1	5	0.1	7	-1.1
O=C(NC1CC1)c1ccc2nc(NCCCN3CCCC3=O)sc2c1	-3	0.1	-5	-1.5
COc1ccc(CN2CCNC(=O)C2CC(=O)NCc2ccccn2)cc1OC (stereo not given)	0	-0.1	13	1.6
OCC1=C[C@@H](O)[C@@H]2C=CO[C@@H](OC3O[C@H](CO)[C@@H](O)[C@H](O)[C@H]3O)[C@H]12 (stereo not given in full)	-6	-0.1	27	0.1
Cn1c(CC(O)c2cccc3ccccc23)nc2ccccc21 (stereo not given)	-45	-0.2	2	0.7
Cc1ccc(C(=O)N2CCC(c3nc(-c4ccncc4)no3)CC2)cc1F	6	-0.1	2	-0.7
CC(C)c1nnc(C2CCN(C(=O)NCCCc3ccccc3)CC2)o1	6	0.7	5	-1.9
COc1ccc(-c2noc(CSc3nnc(C)n3-c3ccc(OC)cc3)n2)cc1	19	-0.1	-1	1.4
CC1=CC2=NC(=O)/C(=C\c3ccc(OCCCOc4ccccc4Cl)cc3)C(=N)N2O1	-45	0.1	-11	0.2
O=C(Nc1ccc2[nH]ncc2c1)[C@H]1C[C@H](O)CN1C(=O)Cc1ccc(Br)cc1	6	0.6	-4	0.1
CCOC(=O)c1cc2c(ccn2C)n1CC(=O)N1C(C)CCCC1C (stereo not given)	3	1.0	-2	-0.7
C=CCOc1ccc(/C(O)=C2\C(=O)C(=O)N(c3nc(C)c(C(=O)OC)s3)C2c2ccc(C(C)C)cc2)c(C)c1 (stereo not given)	-5	-0.1	-4	-0.2
CCOC(=O)C1=C(c2ccccc2)NC(=O)NC1c1ccc(CC)cc1 (stereo not given)	3	0.0	29	-0.4
CCN(CC)C(=O)Cn1cnc2sc(C(=O)N3CCC4(CC3)OCCO4)c(C)c2c1=O	7	0.0	1	-1.6
COc1ccccc1CN/C(C)=C(/C#N)C(=O)NCc1ccccc1	-9	0.2	10	0.1
CCN(C(=O)Cc1c(C(=O)O)n(CC)c2ccccc12)c1cccc(C)c1	-5	0.9	8	-0.2
CN(CC(=O)Nc1ccccc1Cl)C(=O)c1cc(F)c(F)c(F)c1F	12	-0.1	1	-0.6
(cont.)
SMILES	TEAD-YAP inh	FBW7 activator	MITF primary	GPR151 ag
CC(C)(C)OC(=O)NC(Cc1ccc(OCc2ccccc2)cc1)C(=O)NCC(N)=O (stereo not given)	-3	-0.1	-10	0.0
COC(=O)C(CCSC)NC(=O)c1ccccc1 (stereo not given)	-4	-0.3	-6	0.2
Cc1nc(N2CCC(C(=O)N(C)CC3CCCCO3)CC2)nc2ccccc12 (stereo not given)	-10	0.1	-11	0.0
COc1ccccc1COCC(O)CNCC1(N2CCCCC2)CCCCC1 (stereo not given)	5	-0.2	68*	2.0
CCOc1cccc(NC(=O)c2ccccc2C(F)(F)F)c1	8	0.0	-1	1.7
CN(Cc1cc2ccccc2s1)C(=O)CCc1nnc(-c2ccccc2)o1	-65	0.1	14	-0.5
Nn1c(SCCCCSc2nnc(C(F)(F)F)n2N)nnc1C(F)(F)F	-4	-0.1	-3	-1.0
CC1(C)CC2CC(C)(CN2C2CC(=O)N(c3ccccc3)C2=O)C1 (stereo not given)	-1	0.1	10	2.5
CN1C(=O)[C@H]2CN(C(=O)c3ccc(Cl)cc3)CCN2C(=O)[C@@H]1Cc1ccccc1	2	0.1	15	-1.5
COc1ccc(NC(=O)CCCOc2cc(C)ccc2C)c(OC)c1	-1	0.1	7	-1.4

Taken from above.
`COc1ccccc1COCC(O)CNCC1(N2CCCCC2)CCCCC1` (stereo not given) in MITF primary: 68*
`COc1ccc(NC(=O)CCCOc2cc(C)ccc2C)c(OC)c1` in TEAD-YAP inh: -1
`CCOc1cccc(NC(=O)c2ccccc2C(F)(F)F)c1` in TEAD-YAP inh: 8
`CN1C(=O)[C@H]2CN(C(=O)c3ccc(Cl)cc3)CCN2C(=O)[C@@H]1Cc1ccccc1` in FBW7 activator: 0.1
`COC(=O)C(CCSC)NC(=O)c1ccccc1` (stereo not given) in GPR151 ag: 0.2

Reprinted from the entries so far (two entries):
SMILES	TEAD-YAP inh	FBW7 activator	MITF primary	GPR151 ag
CN1C(=O)[C@H]2CN(C(=O)c3ccc(Cl)cc3)CCN2C(=O)[C@@H]1Cc1ccccc1	2	0.1	15	-1.5
COc1ccc(NC(=O)CCCOc2cc(C)ccc2C)c(OC)c1	-1	0.1	7	-1.4

Next section:
SMILES	TEAD-YAP inh	FBW7 activator	MITF primary	GPR151 ag
O=C(c1ccc(COc2ccccc2Cl)cc1)N1CCN(c2ccccn2)CC1	-5	0.4	24	0.1
CCCNc1nc(Nc2cc(OC)c(OC)c(OC)c2)nc2c1ncn2C1CCCCC1	-18	0.1	17	3.8
O=C(Nc1ccc(Br)cc1)c1cnn2ccccc12	32*	0.2	6	-2.6
CCCCC(=O)Nc1ccc2c(c1)C(=O)NC2=O	-7	0.0	4	0.6
CCCC1(C2CCN(C(=O)c3ccsc3)CC2)NC(=O)N(CCC2CCCN2C)C1=O (stereo not given)	10	0.0	2	-0.5
CCOC1OC(CO)C(O)C(O)C1NC(C)=O (stereo not given)	-4	0.0	-2	0.7
COc1ccc(Br)cc1CNC(=O)c1cc(CC(C)C)on1	-8	0.1	8	1.4
COc1ccccc1S(=O)(=O)Cc1ccc(C(=O)NCc2ccc(C)cc2)o1	1	0.0	-24	-1.2
O=C(Nc1cccc(-c2ccc(F)cc2)c1)C1CCCN(C(=O)C2CCC2)C1 (stereo not given)	13	-0.1	8	1.9
CC(C)Oc1ccccc1OCCOCCNCCN	13	0.5	28	-1.9

Quoted at random: 2 records from the list, in no set order.
SMILES	TEAD-YAP inh	FBW7 activator	MITF primary	GPR151 ag
CCCCC(=O)Nc1ccc2c(c1)C(=O)NC2=O	-7	0.0	4	0.6
O=C(Nc1ccc(Br)cc1)c1cnn2ccccc12	32*	0.2	6	-2.6

Continuation:
SMILES	TEAD-YAP inh	FBW7 activator	MITF primary	GPR151 ag
CCCCNC(=S)NC(=O)c1ccc([N+](=O)[O-])cc1	1	-0.7	16	0.1
CC1=NN(c2ccccc2)C(=O)C1CCC(=O)N1CCCCC1 (stereo not given)	-4	0.6	14	-0.1
COc1ccc(NC(=O)c2cccc(N3C(=O)c4ccc(C(=O)Nc5ccc(OC)c(O)c5)cc4C3=O)c2)cc1O	10	-0.1	-3	-0.1
CCCCC1=NN2C(=N)/C(=C/c3cc(Cl)c(OCc4ccc(F)cc4)c(OC)c3)C(=O)N=C2S1	6	0.2	15	0.4
Cc1ccc(N2C(=O)CC(NC3CCCCCCC3)C2=O)cc1 (stereo not given)	10	0.0	7	1.6
COC(=O)C1=C(C)NC(C)=C(C(=O)OC)C1c1ccc(C(C)(C)C)cc1	-23	0.9	18	-0.6
Cc1ccc(C)c(C(=O)COC(=O)c2ccc(NC(=O)c3ccc([N+](=O)[O-])cc3)cc2)c1	7	0.0	6	0.3
CCOC(=O)C1=C(C)NC2=C(C(=O)c3ccccc32)C1c1ccc(OC)c(OC)c1OC (stereo not given)	-8	-0.4	7	0.1
COC(=O)CC[C@H](NC(=O)C1CC(Cc2ccccc2Cl)=NO1)C(=O)OC (stereo not given in full)	-59	-0.1	-16	0.7
CCC(c1nnnn1Cc1cccs1)N1CCN(C2CCCC2)CC1 (stereo not given)	1	0.4	12	1.3
CCOC(=O)C1=C(C)N=c2s/c(=C\c3ccco3)c(=O)n2C1c1ccc(C)cc1 (stereo not given)	-1	-0.2	2	-1.6
CC(C)=CCN1CCC2(CCC(CNC(=O)CSc3ncccn3)O2)CC1 (stereo not given)	8	0.1	2	1.2
c1cnc(N2CCN(c3nc4nonc4nc3N3CCCCCC3)CC2)cn1	3	0.2	6	-0.1
O=c1ccc2cc(S(=O)(=O)NCC3CCCO3)ccc2o1 (stereo not given)	3	-0.1	3	0.1
COCCN1C(=O)/C(=C\c2ccc(Cl)cc2Cl)C(C(=O)OC)=C1C	2	0.0	8	-0.1
CC(=O)c1cccc(NC(=O)N2CCCC2C(=O)NCc2ccco2)c1 (stereo not given)	6	0.2	16	0.0
CN(C)CCCOC(=O)C(C)(c1ccccc1)c1ccccc1	5	-0.1	-6	0.1
CC(=O)Nc1ccc(S(=O)(=O)N2CCN(c3ccccc3C)CC2)cc1	7	0.0	21	0.9
COc1ccc(N=C2NC(=O)CC(C(=O)Nc3ccc(Br)cc3)S2)cc1 (stereo not given)	12	0.1	16	0.9
Cc1ccc(NC(=S)NC2CC(C)(C)NC(C)(C)C2)c(C)c1	5&5	0.0&0.0	5&10	2.1&0.0
CC(C(=O)NC1CC1)N1C(=O)c2ccccc2C1=O (stereo not given)	-39	-0.2	38	1.6
COC(=O)c1c(C)nc(C)c(C(=O)OC)c1-c1ccc(OC)c(OC)c1	-7	0.0	14	0.4
O=C(N/N=C/c1ccccc1F)C12CC3CC(CC(C3)C1)C2	-3	0.8	4	-0.7
COCCCNc1nc(-c2ccc(Cl)cc2)nc2ccccc12	-1	-0.1	5	-1.8
O=C(c1ccc2c(=O)n(C3CCCC3)c(=S)[nH]c2c1)N1CCNCC1	1	0.0	8	-0.7
O=c1oc2ccccc2c(N2CCN3CCCC3C2)c1[N+](=O)[O-] (stereo not given)	5	0.0	-10	-1.8
Nc1c(N2CCCCC2)c2ccccc2oc1=O	2	0.0	-7	2.5

Screens as filed in PubChem BioAssay.
